High-throughput results as filed in PubChem.
BAP1 block: blocks human BAP1 ubiquitin-AMC hydrolysis; activity remaining (% of control), % at 20 µM; 72,000 tested, 0.48% active; recombinant BAP1, Ub-AMC hydrolysis fluorescence kinetic; active compounds read low; Q92560;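 active means activity remaining at or below 50% of control, provided the compound also passes the data quality filters; inactive means the rest, including low values that fail the filters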;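 further: 100% = DMSO wells rate and 0% = substrate alone blank rate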
Target sequence (Q92560 whole entry, looked up): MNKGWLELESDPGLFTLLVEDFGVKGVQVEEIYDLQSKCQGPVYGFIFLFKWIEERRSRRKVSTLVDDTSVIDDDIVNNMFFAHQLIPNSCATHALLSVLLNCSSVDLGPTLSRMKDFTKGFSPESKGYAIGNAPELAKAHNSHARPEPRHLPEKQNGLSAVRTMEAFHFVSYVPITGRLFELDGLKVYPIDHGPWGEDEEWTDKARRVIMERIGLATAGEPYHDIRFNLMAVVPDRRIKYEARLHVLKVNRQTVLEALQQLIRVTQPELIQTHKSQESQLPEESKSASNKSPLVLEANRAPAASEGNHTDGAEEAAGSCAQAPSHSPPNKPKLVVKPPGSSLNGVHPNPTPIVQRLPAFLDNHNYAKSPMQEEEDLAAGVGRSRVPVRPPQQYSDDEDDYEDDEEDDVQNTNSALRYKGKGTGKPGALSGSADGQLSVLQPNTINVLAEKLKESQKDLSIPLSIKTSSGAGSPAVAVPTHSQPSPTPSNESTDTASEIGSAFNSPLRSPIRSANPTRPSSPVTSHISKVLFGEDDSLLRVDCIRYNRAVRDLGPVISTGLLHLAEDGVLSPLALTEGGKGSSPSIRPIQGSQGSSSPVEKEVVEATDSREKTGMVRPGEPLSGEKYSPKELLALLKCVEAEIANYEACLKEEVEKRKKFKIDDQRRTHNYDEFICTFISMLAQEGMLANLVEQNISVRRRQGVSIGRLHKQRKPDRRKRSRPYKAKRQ
HePTP inhibitor: inhibitors of human HePTP phosphatase; P35236; recombinant HePTP phosphatase activity, OD absorbance; inhibition, % at 20 µM; 110,000 tested, 0.64% active; in the data active means inhibition above about 50%;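 further: plate controls were vehicle for no effect and reference inhibitor for full effect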
Target sequence (P35236 whole entry, looked up): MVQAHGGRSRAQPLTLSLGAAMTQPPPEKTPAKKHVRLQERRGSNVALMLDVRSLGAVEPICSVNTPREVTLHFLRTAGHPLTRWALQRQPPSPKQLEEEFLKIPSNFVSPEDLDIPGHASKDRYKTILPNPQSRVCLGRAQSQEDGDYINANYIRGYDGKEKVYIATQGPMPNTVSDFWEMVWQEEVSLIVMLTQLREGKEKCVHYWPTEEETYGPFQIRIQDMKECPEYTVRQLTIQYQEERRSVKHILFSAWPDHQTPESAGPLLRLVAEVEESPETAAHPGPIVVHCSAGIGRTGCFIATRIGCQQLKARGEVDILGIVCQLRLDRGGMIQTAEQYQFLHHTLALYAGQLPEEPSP
Starred values were filed as active, the others as inactive; · = not tested or not shown; & = joins results of further samples.

Sequence of screens – BAP1 block | HePTP inhibitor
1) COc1cc(NC(=O)c2ccccc2Cl)c(OC)cc1NC(=O)CN1CCOCC1
    111 | 6
2) O=C(Nc1ccc(Br)c(Cl)c1)C(c1ccccc1)c1ccccc1
    · | 7
3) COCCCNC(=O)CC(=O)N/N=C/c1cc(OC)c(OC)c(OC)c1
    · | 4
4) O=C(O)CC1S/C(=N/N=C/c2ccccc2)N(c2ccc(O)cc2)C1=O (stereo not drawn)
    · | 8
5) O=C(NC(=S)Nc1ccc2oc(-c3cccc4ccccc34)nc2c1)c1ccco1
    · | 6
6) CC1=C(C(=O)NCc2ccccc2)C(c2ccc(C)o2)n2ncnc2N1 (stereo not drawn)
    95 | -6
7) O=C(O)c1cc(-c2ccc(/C=C3/Sc4ccccc4C3=O)o2)ccc1O
    · | 102*
8) Cn1nnnc1NCc1c(F)cccc1Cl
    100 | 7
9) COc1ccc(S(=O)(=O)NCc2csc(C)n2)cc1
    94 | 2
10) COc1ccc(S(=O)(=O)N(CC(=O)NCC2CCCO2)c2ccccc2)cc1OC (stereo not drawn)
    105 | 8
11) Cc1cc(C2C(C#N)=C(N)SC(N)=C2C#N)c(C)s1
    112 | 2
12) CS(=O)(=O)N(CC(=O)NCCSCc1cccc(Cl)c1)c1ccc2c(c1)OCO2
    121 | -2
13) O=C(Nc1nc(-c2ccc(Br)cc2)cs1)c1cc(Cl)ccc1[N+](=O)[O-]
    63 | ·
14) O=C(C1CCCN1S(=O)(=O)c1ccc(Cl)c(Cl)c1)N1CCCCC1 (stereo not drawn)
    104 | 4
15) COc1cc(CN2CCN(Cc3cccc(F)c3)CC2)cc2c1OCO2
    · | -2
16) CCNc1nc(SCC(=O)OC)nc(N2CCOCC2)n1
    · | -7
17) Cc1nn(C(=O)c2cccs2)c(C)c1CN1C(=O)c2ccccc2C1=O
    · | -3
18) Cc1cc(/C=c2\sc3nc4ccccc4n3c2=O)c(C)n1-c1cccc([N+](=O)[O-])c1
    · | 9
19) O=S(=O)(NC12CC3CC(CC(C3)C1)C2)c1ccc(Cl)cc1
    · | -3
20) COc1cc(-c2csc(N)n2)ccc1O
    · | 9
21) CCOC(=O)C(CC)Oc1ccc2c(C(F)(F)F)cc(=O)oc2c1 (stereo not drawn)
    · | 9
22) COc1ccc(/C=N/Nc2ccc(Br)cc2)cc1[N+](=O)[O-]
    · | 5
23) CCCCOc1ccc(-c2nnc(-c3ccncc3)o2)cc1
    90 | 11
24) COCCNC(=O)c1cc2n(n1)C(C(F)(F)F)CC(c1ccc(Cl)c(Cl)c1)N2 (stereo not drawn)
    · | -11
25) CN(C)c1cccc(NC(=O)c2ccc(C(C)(C)C)cc2)c1
    · | -11
26) CCCC(CCC)C(=O)Nc1ccc2c(c1)N(C(=O)CN1CCN(C)CC1)c1ccccc1CC2
    · | 2
27) COc1ccc(-c2nnc(NC(=O)c3ccc(S(=O)(=O)N4COCC4(C)C)cc3)o2)cc1
    94 | 7
28) CSc1nnc(-c2ccccc2)o1
    86 | 2
29) Cc1cc(N2CCCCC2)n2nc(C)c(-c3ccccc3)c2n1
    80 | 9
30) c1ccc2c(c1)[nH]c1c(N3CCCC3)ncnc12
    74 | 7

In another format: three of the compounds above
19: O=S(=O)(NC12CC3CC(CC(C3)C1)C2)c1ccc(Cl)cc1
  BAP1 block = ·
  HePTP inhibitor = -3
20: COc1cc(-c2csc(N)n2)ccc1O
  BAP1 block = ·
  HePTP inhibitor = 9
21: CCOC(=O)C(CC)Oc1ccc2c(C(F)(F)F)cc(=O)oc2c1 (stereo not drawn)
  BAP1 block = ·
  HePTP inhibitor = 9

Continuation.
Sequence of screens – BAP1 block | HePTP inhibitor
31) Cc1nn(Cc2ccccc2)c(C)c1NC(=O)c1cc(-c2cccs2)on1
    106 | 13
32) COc1ccc(NC(=O)c2nn3c(C(F)(F)F)cc(-c4cccs4)nc3c2Br)c(OC)c1
    · | -15
33) COC(=O)CCC(=O)Nc1ccccc1C(N)=O
    87 | 10
34) Cc1cccc(CN2CCN(C(=O)c3ccccc3F)CC2)c1
    87 | 8&-6
35) CCN(CC)CCCNS(=O)(=O)c1ccccc1[N+](=O)[O-]
    · | 4
36) CCCCCCc1nc2c(=O)[nH]c3ccccc3c2o1
    89 | -1
37) CC(C)(C)C(=O)c1sc(Nc2ccccc2)nc1N
    56 | 4
38) COc1ccccc1N1CCN(C(=O)c2cc(-c3ccc4c(c3)OCO4)on2)CC1
    100 | 4
39) O=C(NC(Cc1c[nH]c2ccccc12)C(=O)O)/C(=C/c1ccco1)NC(=O)c1ccccc1 (stereo not drawn)
    · | -3
40) Cc1ccc2c(nc3s/c(=C\c4cccc(Cl)c4Cl)c(=O)n32)c1C
    · | -25
41) CS(=O)(=O)Nc1ccc(C(=O)Nc2ccccc2C(=O)N2CCCC2)cc1
    79 | -8
42) O=C(CCCOc1ccccc1)NCc1ccco1
    · | -10
43) COc1ccc(C2CC(c3cccs3)=NN2S(=O)(=O)c2ccc(C)cc2)cc1 (stereo not drawn)
    81 | ·
44) COCCNC(=O)CSc1nc2cc(OC)c(OC)cc2c(=O)n1Cc1ccco1
    109 | 6
45) N#Cc1ccc(C2N(Cc3ccccc3)CCN2Cc2ccccc2)cc1
    · | -15
46) COc1ccc(OC)c(NC(=O)C2CCN(S(=O)(=O)c3c(C)noc3C)CC2)c1
    98 | 0
47) CCOc1cc(/C=N/O)ccc1OCc1ccc(Cl)cc1
    · | 6
48) COc1cc([N+](=O)[O-])ccc1NC(=S)NC(=O)/C=C/c1ccccc1
    · | -5
49) O=C(O)CN1C(=O)c2ccccc2S1(=O)=O
    57 | ·
50) CCC(=O)N1CCc2cc(Br)cc(S(=O)(=O)NCCN3CCCCC3CC)c21 (stereo not drawn)
    · | 6
51) CCOC(=O)C(Cc1ccccc1)NS(=O)(=O)c1ccc(NC(C)=O)cc1 (stereo not drawn)
    88 | 10
52) O=C(/C=C\c1ccccc1)Nc1ccc(N2CCOCC2)cc1
    · | -17
53) O=C(NCCCN1CCCC1=O)c1ccc2c(c1)NC(=O)C(N1CCOCC1)S2 (stereo not drawn)
    107 | 13
54) CCOC(=O)C1=C(C)Nc2ncnn2C1c1cc(Br)ccc1F (stereo not drawn)
    97 | 2
55) CCOc1cc2[nH]c(=O)n(CCc3ccc(OC)c(OC)c3)c(=O)c2cc1OCC
    96 | -7
56) CCOP(=O)(OCC)C(NC(=O)Nc1ccc(Cl)cc1)C(N)=O (stereo not drawn)
    · | 3
57) c1ccc(Nc2cc(-c3ccccc3)nc3ncnn23)cc1
    91 | 4
58) O=c1c(-c2ccccc2)coc2c(CN3CCCCCC3)c(O)ccc12
    · | 13
59) COCCCN1C(=O)/C(=C\c2ccc(Cl)c(Cl)c2)C(C(=O)OC)=C1C
    · | 6
60) CCOC(=O)c1cc2c(ccn2C)n1Cc1ccccc1C
    81 | 1

(further entries)
Sequence of screens – BAP1 block | HePTP inhibitor
61) CCN(CC)c1ccc(C=NCCc2ccccc2)c(O)c1
    135 | ·
62) O=C(Nc1cnccn1)c1cccc(C(F)(F)F)c1
    103 | 6
63) Cn1c2c(c(=O)[nH]c1=O)C(c1ccc(Cl)cc1)C1=C(N2)c2ccccc2C1=O (stereo not drawn)
    · | 3
64) CC(C)C(=O)Nc1cccc(S(=O)(=O)c2cccc(NC(=O)C(C)C)c2)c1
    · | -9
65) COc1ccccc1NC(=O)COc1ccc(Br)cc1C(C)(C)C
    · | 6
66) O=C(O)C1(c2ccc3c(c2)OCCO3)CCCC1
    · | -2
67) Cc1cccc(OCC(=O)Nc2ccccc2N2CCCCC2)c1
    · | 10
68) O=C(/C=C/c1ccco1)Nc1cccc(Cl)c1Cl
    · | 25
69) CCN(CC)c1ccc(N2C(=O)/C(=C/c3ccc4c(c3)OCO4)SC2=S)cc1
    · | 6
70) COc1cccc(NC2=NC3(CCCCC3)N=C(N)N2)c1
    99 | 4&-4
71) COC(=O)CSc1nc(N2CCCCC2)c2c(c1C#N)CCCC2
    59 | 5
72) O=C(c1ccc(C(=O)N2CCN(c3ccccc3F)CC2)nc1)N1CCN(c2ccccc2F)CC1
    90 | -10
73) COC(=O)c1nnn(CC(=O)Nc2cccc(Cl)c2C)c1C(=O)OC
    117 | 4
74) CCC(=O)c1ccc2c(c1)N(CCCN(C)C)c1ccccc1S2
    91 | ·
75) Cc1ccc(-c2noc(CN(C(=O)C34CC5CC(CC(C5)C3)C4)C(C)C)n2)cc1
    · | 2
76) O=C(Nc1nnc(SCC(=O)N2CCCCC2)s1)c1cccs1
    87 | -5
77) CCc1nnc(SCC(=O)Nc2ccccc2)nc1CC
    102 | 6
78) Cc1cccc(N(C)C(=O)c2cc3cc4ccc(C)cc4nc3o2)c1
    109 | 3
79) COc1cccc(N(C(=O)CNC(=O)c2ccco2)C(C(=O)NC2CCCC2)c2ccncc2)c1 (stereo not drawn)
    94 | 0
80) CCn1c(SCC(N)=O)nnc1-c1ccc2[nH]c(C)c(C)c2c1
    152 | 2
81) Cn1c(=O)c2c(nc(NCCCO)n2Cc2cccc(C(F)(F)F)c2)n(C)c1=O
    81 | -9
82) CS(=O)(=O)N(CC(=O)O)c1ccc(Br)cc1
    · | -5
83) CCOC(=O)C(=CNc1ccc(OCC)cc1)C(=O)OCC
    · | -7
84) CCOc1cc(/C=N/N2CCN(c3ccccn3)CC2)ccc1O
    · | -6
85) COC(=O)CSc1nc2sc(C)c(C)c2c(=O)n1C
    129 | -7
86) CCOC(=O)C1=C(O)/C(=C/c2cccnc2)SC1=Nc1cccc2ccccc12
    · | 27
87) NC(=O)c1ccc(N=Cc2ccccc2[N+](=O)[O-])cc1
    · | -4
88) COc1ccccc1-c1c(C)c(C)nc(N)c1C#N
    · | -13
89) Cc1cc(I)c2c(c1)C1C=CCC1C(C(=O)O)N2 (stereo not drawn)
    · | 102*
90) CC(=O)Oc1c2occc2cc2ccc(=O)oc12
    72 | 1

(next part)
Sequence of screens – BAP1 block | HePTP inhibitor
91) O=C(c1ccccc1)N1CC(COc2ccccc2)OC(c2cccnc2)O1 (stereo not drawn)
    103 | -2
92) COc1ccc(NC(=O)c2cc(-c3ccccc3Cl)nc3ccccc23)c(OC)c1
    · | -4
93) O=c1/c(=C/c2cc(Cl)c(OCCOc3ccccc3)c(Cl)c2)sc2nc3ccccc3n12
    · | 2
94) O=C(NCCc1ccncc1)Nc1ccccc1
    106 | -8
95) Cc1ccc(-c2csc3nnc(SCC(=O)Nc4cccc(C)n4)n23)cc1
    77 | 5
96) COc1ccc(-c2nn3c(-c4cccc(C)c4)nnc3s2)cc1OC
    92 | -9
97) Cc1ccc(C(=O)NCc2cccs2)cc1S(=O)(=O)N1CCCCC1
    98 | 9
98) CC1(C)CCCC2=C1CC(C(=O)O)C(C(=O)O)C2 (stereo not drawn)
    · | -17
99) CCOc1ccc(NC(=O)CSc2nnc(-c3ccc(OC)cc3)o2)cc1
    · | -14
100) COc1ccc(/C=C2/N=C(c3cccc(C)c3)N(c3ccc(O)cc3)C2=O)cc1OC
    · | 4
101) CCCCC(=O)Nc1ccc2c(c1)nc1n2CCSC1
    97 | 4
102) O=C(Cn1cnc2c(cnn2-c2ccc(F)cc2)c1=O)N1CCCc2ccccc21
    92 | 8
103) CC(NC(=O)c1ccc(S(=O)(=O)N(C)C)cc1)c1ccccc1 (stereo not drawn)
    94 | -2
104) O=C(/C=C/c1ccc2ncccc2c1)c1c(-c2ccccc2)c2cc([N+](=O)[O-])ccc2[nH]c1=O
    · | 12
105) O=C(CSc1nnc(-c2ccncc2)n1-c1ccccc1)c1ccc(NS(=O)(=O)c2ccccc2)cc1
    · | 8
106) CCn1c(O)c(/C=N/n2cnnc2)sc1=S
    80 | 5
107) O=C/C(=C\Nc1c2ccccc2nc2ccccc12)c1nc2cc(Cl)ccc2o1
    · | -15
108) COc1ccc(C(=O)CSc2nc(C)cc(=O)[nH]2)cc1
    97 | 11&5
109) COc1ccc(NC(=O)Nc2cccc(C(=O)N3CCOCC3)c2)cc1OC
    62 | 2
110) Cc1sc2nc(SCC(=O)NCc3ccco3)[nH]c(=O)c2c1C
    100 | 8&-5
111) O=C1c2cccnc2C(O)N1Cc1cccs1 (stereo not drawn)
    103 | -10
112) CCOC(=O)Cc1csc(NC(=O)CCN2C(=O)c3ccccc3C2=O)n1
    87&57 | 6
113) Cc1cc2c(c(C)nn2-c2ccccc2)c(=O)o1
    105&84 | 7
114) COc1cc(/C=C2/C=C(c3ccc(C(C)(C)C)cc3)OC2=O)c([N+](=O)[O-])cc1OC
    · | 6
115) COc1ccccc1-c1nc(C#N)c(N2CCN(C(c3ccccc3)c3ccccc3)CC2)o1
    · | 4
116) N#Cc1ccc(-c2ccco2)nc1SCC(=O)c1ccc(Cl)cc1
    · | 6
117) O=C(O)c1ccccc1C(=O)Nc1ncc(S(=O)(=O)c2ccc([N+](=O)[O-])cc2)s1
    · | 12
118) CCOC1(OCC)N=C(N)C2(C#N)C(c3ccc(NC(C)=O)cc3)C12C#N (stereo not drawn)
    98 | 4
119) COCCNC(=O)C(=O)Nc1ccc(C)cc1
    · | -19
120) CC(=O)Nc1ccc(S(=O)(=O)Nc2ccc(N(C)C(C)=O)cc2)cc1
    · | -2
121) CCCCOC(=O)C1Cc2ccccc2C(=O)O1 (stereo not drawn)
    70 | -3
122) COc1cccc(NC(=O)Cn2nnc(C(=O)Nc3ccccc3)c2N)c1
    · | 9
123) CCN1C(=O)C2C(c3ccccc3F)NC(Cc3ccc(O)cc3)(C(=O)OC)C2C1=O (stereo not drawn)
    110 | 9

Another view of some results above:
| no. | SMILES | BAP1 block | HePTP inhibitor |
| --- | --- | --- | --- |
| 10 | COc1ccc(S(=O)(=O)N(CC(=O)NCC2CCCO2)c2ccccc2)cc1OC (stereo not drawn) | 105 | 8 |
| 11 | Cc1cc(C2C(C#N)=C(N)SC(N)=C2C#N)c(C)s1 | 112 | 2 |
